# HTR5A ag ctr = HTR5A agonists in luminescence cell assay, primary screen, counter-screen for OPRM1-OPRD1 heterodimer agonist project, full-deck HTS | hit rate 0.61% among 340,000 | cell-based | AID 504692, 2011 | activation, % at 9.3 µM | 5-hydroxytryptamine receptor 5A (Homo sapiens), P47898; in the data active means activation mostly above about 9.5%, no sharp cut-off; inactive means mostly below about 7.6%;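 further: 0% = cells with vehicle only and 100% = reference agonist; strong numbers were not always called active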
# PfHsp90 set2 = growth inhibition of PfHsp90-expressing yeast, primary screen, antimalarial PfHsp90 inhibitor project, S. cerevisiae, BacTiter-Glo luminescence, single point, set 2 | BacTiter-Glo ATP, 48 h; yeast lacking PDR1 and PDR3 efflux regulators | inhibition, % at 9.4 µM | hit rate 0.32% among 310,000;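 active means every replicate shows inhibition above about 80%, whatever the replicate mean, limit read from the data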;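 further: 0% = DMSO neutral controls and 100% = 20 µM radicicol positive controls; yeast relying on Plasmodium falciparum Hsp90 in place of its own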
# phage Ecoli inh = growth loss of phage-infected E. coli, primary screen, RecBCD inhibitor project, absorbance, with phage, HTS | inhibition, % at 11.9 µM | hit rate 0.26% among 360,000; in the data active means inhibition above about 11%
# Pemphigus Ab inh = inhibitors of pemphigus antibody binding to DSG3, primary screen, biochemical, bead-based, flow cytometry, scFv-GFP | AID 588358, 2011 | binding (percent of control), % at 10 µM | DSG3-coupled beads, scFv-anti-DSG3-GFP binding; hits give low values | Desmoglein-3 (Homo sapiens), P32926 | hit rate 0.48% among 310,000;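 active means binding more than 3 SD below its plate's average and above zero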;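 further: hits lower antibody fragment binding to DSG3; some compounds called inactive have numbers as strong as hits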
# Target sequence (P32926 whole entry, looked up, the tested form may be a part): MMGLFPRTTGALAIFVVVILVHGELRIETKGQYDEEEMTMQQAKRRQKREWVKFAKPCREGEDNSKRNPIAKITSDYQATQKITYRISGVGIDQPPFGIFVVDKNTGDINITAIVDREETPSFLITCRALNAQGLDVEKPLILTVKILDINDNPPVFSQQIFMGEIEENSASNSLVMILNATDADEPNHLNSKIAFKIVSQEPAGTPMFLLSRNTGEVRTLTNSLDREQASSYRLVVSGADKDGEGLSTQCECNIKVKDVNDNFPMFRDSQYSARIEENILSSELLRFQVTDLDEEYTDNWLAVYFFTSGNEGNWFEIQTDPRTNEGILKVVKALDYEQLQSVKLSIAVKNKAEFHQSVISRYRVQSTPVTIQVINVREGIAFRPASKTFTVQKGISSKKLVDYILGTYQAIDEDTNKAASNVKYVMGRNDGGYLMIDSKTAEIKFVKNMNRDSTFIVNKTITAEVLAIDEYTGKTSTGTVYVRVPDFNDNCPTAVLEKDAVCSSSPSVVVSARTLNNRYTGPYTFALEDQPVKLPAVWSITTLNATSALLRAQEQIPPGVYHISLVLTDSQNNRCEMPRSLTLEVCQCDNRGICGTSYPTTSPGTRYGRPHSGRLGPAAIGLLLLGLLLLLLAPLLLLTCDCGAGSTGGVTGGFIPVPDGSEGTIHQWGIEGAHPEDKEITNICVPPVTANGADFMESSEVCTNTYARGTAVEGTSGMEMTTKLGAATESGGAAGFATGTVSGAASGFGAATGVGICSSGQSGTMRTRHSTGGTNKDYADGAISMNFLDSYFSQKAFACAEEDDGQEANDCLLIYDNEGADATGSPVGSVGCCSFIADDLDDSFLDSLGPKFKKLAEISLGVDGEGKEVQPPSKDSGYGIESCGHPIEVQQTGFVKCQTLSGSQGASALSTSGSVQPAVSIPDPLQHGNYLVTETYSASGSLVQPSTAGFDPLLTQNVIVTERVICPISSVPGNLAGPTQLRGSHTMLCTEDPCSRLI
# HTR5A inv ctr = HTR5A inverse agonists in luminescence cell assay, primary screen, counter-screen for OPRM1-OPRD1 heterodimer inverse agonist project, full-deck HTS. 5-hydroxytryptamine receptor 5A (Homo sapiens), P47898. HTR5A cell line, inverse agonism. inhibition, % at 9.3 µM. hit rate 0.083% among 340,000. AID 504634, 2011; in the data active means inhibition mostly above about 23%, no sharp cut-off; inactive means mostly below about 18%;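 further: 0% = cells with DMSO and 100% = no-cell wells with DMSO; some compounds called inactive have numbers as strong as hits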
# OPRM1-OPRD1 inv = inverse agonists of MOR-DOR heterodimerization, primary screen, cell-based, luminescence | Mu-type opioid receptor (Homo sapiens) + Delta-type opioid receptor (Homo sapiens), … | cell-based MOR-DOR heterodimer luminescence, inverse agonism | inhibition, % at 9.3 µM | hit rate 0.21% among 340,000 | AID 504357, 2011; in the data active means inhibition above about 22%, passing the limit was not always enough;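 further: 0% = cells with DMSO and 100% = wells without cells with DMSO; values of inactives mirror those of a sister screen read the other way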
# SUMO Mot1 rescue = yeast Mot1-301 growth rescue at high temperature, primary screen, SUMOylation pathway inhibitor project, S. cerevisiae, ATP luminescence, 38.5C. S. cerevisiae Mot1-301 growth rescue; percent above DMSO median, 100 means doubled. growth rescue, % at 18.8 µM. hit rate 1% among 320,000;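 active means every valid replicate shows activation above 250% relative to neutral control wells; inactive means the rest, any valid replicate at or below 250%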;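 further: OY570 slx delta 5 strain wells were the positive control but not used for scaling; some compounds called inactive have numbers as strong as hits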
# E coli growth = E. coli V3065 growth inhibition, primary screen, counter-screen for AddAB inhibitor project, absorbance, OD600; 18 h; inhibition, % at 11.9 µM; hit rate 0.27% among 330,000; AID 449728, 2010;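 active means inhibition above the campaign's mean inhibition across all tested compounds plus 3 SD, cut at about 9.9% in these data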;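 further: uninfected addAB+ strain grown without phage in ampicillin broth; 0% = DMSO wells and 100% = ciprofloxacin 0.95 µg/ml wells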
# PKA-R1A act = activators of PKA-R1A holoenzyme, primary screen, biochemical, fluorescence polarization, Cy5-IP20, bovine R1A, mouse PKAc; cAMP-dependent protein kinase type I-alpha regulatory subunit (Bos taurus) + …; PKA-R1A dissociation; scaled: DMSO 0%, 113 µM cGMP 100%; activation, % at 11.4 µM; hit rate 0.083% among 340,000;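 active means percent activation above the mean of all tested compounds plus 3 SD, cut at about 19% in these data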;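 further: higher means more PKAc released from R1A so a rise in polarization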
# MOR-DOR ag = agonists of OPRM1-OPRD1 heterodimerization, primary screen, cell-based, luminescence; Mu-type opioid receptor (Homo sapiens) + Delta-type opioid receptor (Homo sapiens), …; cells; activation, % at 9.3 µM; hit rate 0.3% among 340,000; in the data active means activation above about 18%;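 further: 0% = vehicle-treated cells and 100% = reference agonist; values of inactives mirror those of a sister screen read the other way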
# AddAB inh = growth inhibition of E. coli expressing H. pylori AddAB, primary screen, AddAB inhibitor project, absorbance; inhibition, % at 11.9 µM; hit rate 0.29% among 330,000; AID 435030, 2010; in the data active means inhibition above about 12%;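 further: 0% = vehicle wells of infected cells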
# Active calls of the source: *; i = inactive; . = no result given. Rows were taken by chance, and some 3.2% of all compounds hit somewhere here.
SMILES	HTR5A ag ctr	PfHsp90 set2	phage Ecoli inh	Pemphigus Ab inh	HTR5A inv ctr	OPRM1-OPRD1 inv	SUMO Mot1 rescue	E coli growth	PKA-R1A act	MOR-DOR ag	AddAB inh
O=C(Nc1cc(C(F)(F)F)ccc1Cl)C(Sc1n[nH]c(=O)[nH]c1=O)c1ccccc1 (stereo unspecified)	-0.8	4.8	1.4	91.4	1.2	6.3	10.4	1.3	-15.1	-1.2	-0.3
COc1ccccc1NC(=S)NCCc1ccc(S(N)(=O)=O)cc1	-1.4	13.9	0.7	100.0	-30.6	3.2	-7.5	-0.2	8.0	-0.6	-0.5
Cc1ccnc2nc(C(=O)Nc3nc4ccccc4s3)nn12	4.1	-15.6	1.9	93.5	-4.5	-6.3	-1.9	0.8	-6.8	1.2	1.4
CC1CCCCC1NC(=O)Cn1ncc2ccccc21 (stereo unspecified)	4.8	8.5	1.8	108.6	-14.2	13.0	-9.4	1.1	4.9	-2.6	2.8
Cc1ccccc1S(=O)(=O)N(CC(O)CN1CCCCC1)c1ccccc1 (stereo unspecified)	6.5	0.7	1.1	105.2	-14.5	18.7	-4.1	1.1	-1.7	-3.6	5.6
CCc1nnc(NCC(=O)N2CCc3ccccc32)s1	3.2	-66.5	2.2	.	9.1	3.1	-5.2	-0.9	5.1	-0.8	2.9
Nc1nc(-c2cccc(NS(=O)(=O)c3ccccc3)c2)cs1	4.1	-6.3	1.6	125.4	-7.0	-5.2	-4.7	0.3	-5.0	0.9	3.4
CCN(CC)S(=O)(=O)c1ccc(OC)c(NC(=O)OCc2ccccc2)c1	2.3	-8.3	0.9	105.3	-0.6	4.4	17.8	0.8	-5.2	-0.6	1.2
O=C(N/C(=C/c1ccc(Br)cc1)c1nc2ccccc2[nH]1)c1ccco1	-7.2	-2.9	0.0	105.5	18.6	14.8	-11.7	-0.4	3.7	-2.6	1.8
CCCCCCn1c(N2CCCC2)nc2c1c(=O)[nH]c(=O)n2C	0.7	-13.2	1.5	98.5	-2.7	2.1	-13.9	-0.5	-16.6	-0.5	0.4
CN(C)CCOC1(Cc2ccc(F)cc2)CCC(C(C)(C)C)CC1 (stereo unspecified)	1.9	-1.0	4.0	99.1	-7.4	-37.1	.	.	1.8	8.5	.
CCNC(=O)c1ccccc1-c1nc(-c2ccccc2OC)no1	5.9	3.1	3.8	.	-15.4	15.4	-1.1	1.0	-11.2	-3.1	2.7
Fc1ccc(Cn2nnnc2CN2CCN(C3CCCCC3)CC2)cc1	4.0	9.6	-0.2	102.3	4.8	11.2	25.9	-0.2	0.5	-2.0	0.4
CSc1cccc(NC(=O)CCNC(=O)c2ccco2)c1	3.7	0.8	3.2	102.3	-9.1	6.9	0.3	5.5	-5.7	-1.4	7.3
CCN(C[C@H]1N[C@@](CC)(C(=O)OC)[C@H]2C(=O)N(Cc3ccccc3)C(=O)[C@@H]12)S(=O)(=O)c1ccc(C)cc1	2.3	18.3	-0.6	97.5	-8.8	12.6	-6.5	-1.1	5.2	-2.7	-1.2
Cc1ccccc1OCC(=O)OCC(=O)NC1CCCCCC1	-9.3	12.9	1.2	98.2	0.6	10.6	.	.	4.0	-1.7	.
CCOc1ccc(S(=O)(=O)NCCC(=O)N2CCC(Cc3ccccc3)CC2)cc1	3.8	3.8	0.4	113.5	1.8	5.9	3.2	-1.1	6.5	-1.1	-1.3
COc1cc(C(Nc2ccccn2)c2ccc3ccc(C)nc3c2O)cc(OC)c1O (stereo unspecified)	-0.5	3.3	.	96.3	-4.6	-12.1	i	-2.2	-5.8	2.5	-1.0
CCN(CC)CCN1C(=O)C(=O)/C(=C(/O)c2ccc(C)cc2)C1c1cccnc1 (stereo unspecified)	6.1	3.1	1.5	93.5	11.0	8.9	11.4	0.0	5.0	-1.8	1.1
CC1CCc2c(nc3ncnn3c2N2CCN(c3ccccc3F)CC2)C1 (stereo unspecified)	-0.2	-11.5	1.6	108.0	-2.5	8.2	9.4	-1.4	4.7	-1.4	0.8
CC1CCN(C(=O)c2cccc(NC(=O)c3cccs3)c2)CC1	8.8	2.9	2.3	105.0	-24.8	4.2	-7.8	3.0	9.7	-0.8	4.7
COc1cc(C(=O)OCC(=O)N2CCCCC2C)ccc1OCc1c(C)noc1C (stereo unspecified)	-2.8	5.0	0.8	103.6	7.9	9.1	-13.4	2.1	7.2	-1.8	2.2
Cc1ccc(NC(=O)c2ccc(S(=O)(=O)N3CCCCCC3)cc2)nc1	-5.0	.	0.4	.	13.6	-3.1	9.8	0.9	-4.2	0.6	0.7
CCCn1c(N)c(N(CCOC)C(=O)c2ccc(F)cc2F)c(=O)[nH]c1=O	-2.7	21.7	0.1	.	7.3	-5.8	15.9	-1.8	1.2	0.8	1.6

# Compounds from the list above that have an aryl thioether with sulfur outside any ring:
SMILES	HTR5A ag ctr	PfHsp90 set2	phage Ecoli inh	Pemphigus Ab inh	HTR5A inv ctr	OPRM1-OPRD1 inv	SUMO Mot1 rescue	E coli growth	PKA-R1A act	MOR-DOR ag	AddAB inh
O=C(Nc1cc(C(F)(F)F)ccc1Cl)C(Sc1n[nH]c(=O)[nH]c1=O)c1ccccc1 (stereo unspecified)	-0.8	4.8	1.4	91.4	1.2	6.3	10.4	1.3	-15.1	-1.2	-0.3
CSc1cccc(NC(=O)CCNC(=O)c2ccco2)c1	3.7	0.8	3.2	102.3	-9.1	6.9	0.3	5.5	-5.7	-1.4	7.3

# (continued)
SMILES	HTR5A ag ctr	PfHsp90 set2	phage Ecoli inh	Pemphigus Ab inh	HTR5A inv ctr	OPRM1-OPRD1 inv	SUMO Mot1 rescue	E coli growth	PKA-R1A act	MOR-DOR ag	AddAB inh
COc1ccc(O)c(/C=N/NC(=O)c2c(C)nnn2-c2nonc2N)c1	2.8	1.5	2.0	100.7	-7.9	13.0	3.7	-3.5	0.5	-2.3	0.7
CC(NC(=O)/C(=C/c1cccc([N+](=O)[O-])c1)NC(=O)c1ccco1)C(=O)O (stereo unspecified)	2.5	18.2	0.7	129.3	-18.6	16.1	-19.8	1.7	-1.0	-3.0	2.6
C=CCn1c(SCC)nc2sc3c(c2c1=O)CCc1ccccc1-3	0.8	14.7	2.2	94.9	-17.8	4.3	-8.1	-1.2	8.3	-0.8	1.0
CC(C)CC(C(=O)NC(C)(C)C)N(Cc1cccs1)C(=O)c1snc(C(N)=O)c1N (stereo unspecified)	-2.6	39.8	2.8	92.0	-11.7	0.8	.	1.9	-9.3	-0.2	0.7
Cc1cc(NC(=O)c2c(-c3c(F)cccc3Cl)noc2C)no1	3.4	-0.1	1.6	103.2	-11.6	12.4	-16.3	-1.1	-4.8	-2.4	-4.8
O=C(Nc1ccccn1)c1csc2c1CCCC2	-2.7	8.4	3.4	103.2	7.3	3.9	5.3	-1.8	-8.5	-0.8	3.1
CCc1ccc(OCc2ccc(C(=O)NCc3ccccn3)o2)cc1	-6.2	7.2	3.8	106.6	0.1	2.9	5.2	1.8	-0.7	-0.5	3.5
CC(=O)c1c(C)[nH]c(C(=O)NCCN2CCC(C)CC2)c1C	-6.7	-6.6	2.1	97.0	-11.4	13.3	244.9	-1.2	4.5	-2.2	1.5
O=C(NCc1ccccn1)c1ccc(OC2CCN(Cc3ccc(CO)o3)CC2)cc1	5.0	-0.4	3.2	107.4	19.8	14.7	-22.8	1.2	5.9	-2.8	3.5
NS(=O)(=O)c1cc(C(=O)OCC(=O)c2ccc3c(c2)OCCO3)ccc1Cl	-2.7	.	2.3	86.8	7.2	-13.8	-10.9	-2.1	-1.2	1.9	0.3
Cc1ccc(S(=O)(=O)N(C)C)cc1NC(=O)COC(=O)C1CCCC1	5.3	-2.5	2.5	94.0	5.0	12.3	566.8	1.4	-9.7	-2.5	0.9
O=C(Nc1cccc(C(F)(F)F)c1)Nc1ccon1	1.4	-1.5	2.7	106.0	-3.6	1.6	-9.8	-0.4	-19.8	-0.4	-3.1
CN(C)/C=N/c1nc(-c2ccc3c(c2)OCO3)cs1	-1.2	5.5	4.7	95.4	3.3	4.4	4.6	-0.6	-1.5	-0.6	0.3
O=C(NCCCC1CCCC1)C1CCC(=O)N(Cc2ccccc2F)C1 (stereo unspecified)	-2.0	0.3	3.1	102.2	4.8	16.8	0.4	-2.3	1.7	-3.3	-1.5
Cc1ccc(C2=NN(CC(=O)NCCN(CC(C)C)CC(C)C)C(=O)CC2)cc1	0.5	13.8	1.4	112.2	-1.7	5.2	48.9	-1.6	-1.9	-1.2	-2.9
O=C(CC(C(=O)N1CCc2ccccc21)n1ccnc1)N1CCc2ccccc2C1 (stereo unspecified)	5.2	.	0.1	104.9	-19.7	4.2	-4.5	-1.4	-4.2	-0.8	0.5
COc1cc(C2CC(=O)Oc3c2c(=O)n(C)c2ccccc32)cc(OC)c1OC (stereo unspecified)	-4.7	30.1	1.6	103.8	27.8	18.2	.	-0.6	-2.8	-3.5	1.5
CC(=O)c1ccc(S(=O)(=O)N2CCC(c3nnc(SCCN4CCCC4)n3C)CC2)cc1	3.1	-14.6	1.5	106.6	-8.7	5.9	-3.9	0.6	2.7	-1.1	2.8
Cc1nnc(NC(=O)C2CCN(S(=O)(=O)c3ccc(F)c(F)c3)CC2)o1	-4.4	.	3.2	.	7.2	15.1	-2.0	1.7	2.5	-3.8	1.0
CC12/C(=N/O)C3C4CC5C3/C(=N/O)C1C5C42 (stereo unspecified)	5.1	13.9	1.2	104.8	-9.2	6.6	-0.1	0.4	1.4	-1.1	1.1
COc1ccc(S(N)(=O)=O)cc1C(=O)NNC(=O)C1COc2ccccc2O1 (stereo unspecified)	-4.1	-7.9	1.7	122.7	16.7	12.4	21.4	-0.9	2.0	-2.4	-1.8
CN(C)NC1CCS(=O)(=O)C1 (stereo unspecified)	-7.5	-11.3	0.9	98.7	25.6	12.2	6.2	-2.7	3.6	-2.2	0.6
CCCc1nnc(NC(=O)Cn2c(=O)oc3ccccc32)s1	1.0	-13.2	-0.2	97.6	21.9	7.0	-6.3	-2.0	-4.0	-1.2	2.1
COc1ccc(C[C@H]2CN3C(=NC[C@@H]3Cc3ccc(O)cc3)N2CCNC(=O)c2ccc(C)c(Br)c2)cc1	4.0	9.2	4.5	115.0	-10.8	5.7	-4.4	-1.5	-13.2	-1.0	3.5
Nc1nc(N)c2cc([N+](=O)[O-])ccc2n1	0.3	10.1	3.9	121.6	-1.0	2.9	.	.	-8.9	-0.6	.

# From PubChem
